GPR55 antagonists: inhibition of LPI-stimulated GPR55 beta-arrestin translocation – imaging, U2OS, beta-arrestin-GFP, LPI agonist, primary screen (AID 2013) | U2OS GPR55 beta-arrestin-GFP translocation imaging, LPI antagonism; higher % means a stronger effect | inhibition, % at 10 µM; hits with a dose series show IC50 in µM | hit rate 0.13% among 290,000;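 active = spots per cell inhibited over 60%, with over 100 cells counted and total cytoplasm intensity under 500,000; inconclusive = wells with under 100 cells, flagged as likely toxic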;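 also: U2OS cells stably carrying GPR55 and arrestin-GFP stimulated by 5 µM LPI near EC80; imaged beta-arrestin-GFP aggregate spots per cell after agonist stimulation; plate controls were LPI-stimulated DMSO wells for no effect and DMSO wells without LPI for full effect; some results filed as inactive read as strong as hits; confirmed hits need IC50 under 10 µM and bright autofluorescent wells are also inconclusive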
SV40 large T antigen: TAg ATPase/helicase activity blockers – biochemical (AID 1903). SV40 large T antigen ATPase/helicase inhibition assay; higher % means a stronger effect. inhibition, % at 20 µM; hits with a dose series show IC50 in µM. hit rate 0.39% among 310,000; in the data active = a potency from the dose series; inconclusive = inhibition mostly from about 32% at the one dose, without a potency; inactive = the rest, 99 in 100 with inhibition below about 32%; also: strong numbers were not always called active
KOR beta-arrestin-1: kappa opioid receptor activators – cell-based, luminescence, uHTS, primary screen (AID 1777); hit rate 0.02% among 280,000; one-dose activation, % at 10 µM; EC50 in µM for titrated hits; KOR beta-arrestin recruitment, luminescence; higher % means a stronger effect; in the data active = activation above about 50%, passing the limit was not always enough; also: a part of the inactive calls stands beside numbers as strong as those of hits
GPR55 beta-arrestin: GPR55 agonists via beta-arrestin recruitment, primary screen, imaging, U2OS cells, beta-arrestin-GFP redistribution (AID 1961); hit rate 0.048% among 290,000; activation, % at 10 µM, or EC50 in µM where a hit was titrated; U2OS GPR55 beta-arrestin-GFP redistribution imaging; higher % means a stronger effect;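 active = activation above 40% with more than 50 cells counted in the well; inconclusive = wells holding fewer than 50 cells, flagged as toxic or sparse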;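 also: U2OS osteosarcoma cells stably expressing GPR55 and beta-arrestin-GFP; plate controls were DMSO negative control for no effect and LPI positive control for full effect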
KOR beta-arrestin-2: kappa opioid receptor blockers – cell-based, luminescence, uHTS (AID 1778). hit rate 0.091% among 290,000. KOR beta-arrestin recruitment, luminescence, antagonist mode; higher % means a stronger effect. inhibition, % at 10 µM, or IC50 in µM where a hit was titrated; also: strong numbers were not always called active
HIV fusion peptide: inhibitors of HIV fusion peptide binding, primary screen, biochemical, uHTS, fluorescence dequenching (AID 1986) | cell-free peptide binding, fluorescence dequenching, 30 min; higher % means a stronger effect | one-dose inhibition, % at 20 µM; IC50 in µM for titrated hits | hit rate 0.3% among 290,000; in the data active = inhibition mostly above about 52%, no sharp cut-off; inactive = mostly below about 76%; also: some results filed as inactive read as strong as hits
NOD2 inhibition: inhibition of NOD2-driven NF-kB reporter – cell-based, luminescence, uHTS, HEK293 (AID 1566) | inhibition, % at 4 µM; hits with a dose series show EC50 in µM | hit rate 0.63% among 290,000 | HEK293 NOD2/NF-kB luciferase reporter, luminescence; higher % means a stronger effect; also: many of its hits are not listed in these tables
Rac1 GTP hydrolysis: MgcRacGAP GTPase-activating activity inhibitors, confirmation, biochemical, ADP Hunter fluorescence; MgcRacGAP-stimulated Rac1 GTP hydrolysis, ADP Hunter fluorescence; higher % means a stronger effect; GST-tagged Rac1 F28L mutant substrate; one-dose inhibition, % at 30 µM; IC50 in µM for titrated hits; hit rate 0.6% among 340,000; AID 624330;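 active = first-screen hits whose inhibition reached a set limit at any dose in the follow-up dose series; inconclusive = inhibition above the set first-screen limit but never retested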;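 also: fluorescence reports GDP produced by GAP-driven GTP hydrolysis; strong numbers were not always called active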
NOD1 inhibition: NOD1 signaling inhibitors, primary screen, cell-based, luminescence, uHTS (AID 1578); NOD1-driven NF-kB luciferase reporter cells, luminescence; higher % means a stronger effect; hit rate 1% among 290,000; inhibition, % at 4 µM, or EC50 in µM where a hit was titrated; in the data active = inhibition mostly above about 36%, no sharp cut-off; inactive = mostly below about 34%;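 also: HEK-293T reporter cells stimulated with the NOD1 agonist gamma-tri-DAP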
* hit, by the source's call; ? = inconclusive; . = not tested or not shown; [ ] = another dose, or the depositor's remark. Rule as the data show it, unless noted: active = inhibition above about 50%; inactive = the rest. This is a subset. The share of hits here may be higher or lower than overall.

nr | SMILES | Rac1 GTP hydrolysis | KOR beta-arrestin-2 | NOD1 inhibition | KOR beta-arrestin-1 | NOD2 inhibition | GPR55 beta-arrestin | HIV fusion peptide | GPR55 antagonists | SV40 large T antigen
1 | O=C(Nc1ncccn1)C1c2ccccc2Oc2ccccc21 | 2% | -16% | -17% | 4.1% | 0% | -0.2% | 0.2% | -5% | 13%
2 | O=C1Nc2ccccc2S/C1=C/c1cccs1 | 7% | 32% | -7% | -1.8% | -22% | -0.1% | 15% | -4% | 2%
3 | Cc1csc(NC(=O)C2CCCN2C(=O)OCC(C)C)n1 (stereo not drawn) | 6% | 8% | 4% | 1.1% | 18% | 0.4% | -2.7% | -3% | 3%
4 | CCOC(=O)C1CCCN(C(=O)c2cc(Nc3ccc(OC)cc3OC)nc3ccccc23)C1 (stereo not drawn) | 15% | 9% | 4% | 0.2% | -1% | -0.2% | -2.6% | 2% | 11%
5 | O=C(CN1CCN(c2cccc(C(F)(F)F)c2)CC1)Nc1cccc(C(F)(F)F)c1 | 30% | -18% | 4% | -2.5% | 6% | 0.0% | 5.5% | -4% | 1%
6 | C=CCNCCOc1c(C)cc(C)cc1Cl | 6% | -6% | -20% | -1.4% | 10% | 0.9% | -0.5% | 1% | 7%
7 | O=C(O)c1ccc(Cl)c(S(=O)(=O)NCC2CCCO2)c1 (stereo not drawn) | 1% | -10% | -10% | -6.5% | 1% | 0.2% | 3.2% | 4% | 4%
8 | O=C(Cn1c(=O)c(=O)n(Cc2ccccc2)c2ccc(Cl)cc21)Nc1cccc(F)c1 | 6% | -7% | -2% | 3.1% | 16% | 0.3% | 1.4% | -4% | -30%
9 | Cc1ccc(CNC(=O)C2CCCN(S(=O)(=O)c3cccc4nonc34)C2)cc1 (stereo not drawn) | 8% | -36% | . | 5.0% | . | -0.1% | 14% | -2% | -4%
10 | CC(C)C(NC(=O)C1CCCCC1)C(=O)NCCc1ccccc1 (stereo not drawn) | 7% | 35% | -33% | -7.1% | 5% | -0.3% | 0.8% | 12% | 11%
11 | CCc1cc2c(N3CCN(c4ccccc4)CC3)ncnc2s1 | 13% | 12% | . | -0.1% | 39% | -0.1% | -0.9% | 8% | 9%
12 | Cn1ncc(Br)c1C(=O)NCc1cccs1 | 6% | -41% | 26% | -3.8% | -18% | 0.6% | -0.3% | 0% | 16%
13 | NC(=O)c1ccc(NC(=O)CNCc2ccccc2Cl)cc1 | -2% | -3% | 3% | -0.2% | 15% | -0.2% | 0.8% | ? | 2%
14 | c1ccc(-n2nnnc2Sc2ncnc3sc4c(c23)CCCC4)cc1 | 8% | 3% | -47% | -2.4% | 2% | 0.4% | 0.6% | 3% | 3%
15 | Cc1c(Cl)cccc1NC(=O)Cc1ccc([N+](=O)[O-])cc1 | -1% | -17% | 26% | 4.7% | -16% | -0.5% | -1.8% | 5% | 22%
16 | CCOC(=O)CSc1nc2c(sc(=S)n2-c2ccc(CC)cc2)c(=O)[nH]1 | 3% | 4% | 0% | -3.1% | 40% | 0.0% | 18% | 0% | 12%
17 | Cc1ccc2cn[nH]c2c1NC(N)=S | 9% | -11% | -19% | -0.8% | 30% | 0.9% | 0.1% | 16% | 17%
18 | COc1ccc(/C=C2/SC(=O)N(CC(O)Cn3c4ccccc4c4ccccc43)C2=O)cc1 (stereo not drawn) | 12% | -15% | -10% | -0.3% | -11% | -0.1% | -0.6% | 12% | 9%
19 | CC1(c2ccccc2)NC(=O)N(NC(=O)CSc2n[nH]c(N)n2)C1=O (stereo not drawn) | 3% | 12% | -2% | 1.7% | 3% | 0.0% | 2.2% | 4% | -2%
20 | Nc1nc(SCc2cccc([N+](=O)[O-])c2)n[nH]1 | 10% | -6% | -1% | -6.6% | 6% | 0.0% | -1.8% | -3% | 5%
21 | CC/C(C)=N/Nc1nc2c(c(=O)[nH]c(=O)n2C)n1CCc1ccccc1 | 16% | 15% | -44% | -2.1% | -3% | 0.2% | 4.8% | 12% | 20%
22 | CC1CCc2cc(F)ccc2N1C(=O)c1ccncc1 (stereo not drawn) | 0% | . | -40% | -1.9% | -2% | 0.1% | -2.0% | -1% | 2%
23 | CCN(CC)S(=O)(=O)c1ccc(Cl)c(NC(=O)COC(=O)c2ccc(O)cc2)c1 | 0% | -47% | 22% | 8.0% | 22% | 1.1% | 1.3% | -7% | 2%
24 | CC(Oc1ccc(Cl)cc1Cl)C(=O)Nn1cnnc1 (stereo not drawn) | 12% | 13% | -2% | -6.4% | 12% | 0.0% | 1.1% | 7% | 8%
25 | CC(=O)NCCc1nc2cc(NS(=O)(=O)c3ccccc3)ccc2n1C | -1% | -11% | -21% | -1.6% | 0% | -0.3% | -2.3% | -15% | 2%
26 | CCOC(=O)c1sc(NC(=O)C(C)(C)C)cc1C | 6% | -25% | -26% | -1.9% | -39% | -0.3% | 1.9% | -2% | 10%
27 | CCN1CCN(S(=O)(=O)Cc2ccccc2)CC1 | 7% | 16% | -11% | 0.1% | -7% | -0.2% | 1.1% | 12% | 10%
28 | CCOC(=O)c1ccc(NC(=O)c2ccc(OC(C)C)c(OC)c2)cc1 | 4% | -64%[20 µM] | -10% | 0.0% | 38% | -0.1% | 2.4% | 9% | 9%
29 | O=C(NCc1ccco1)c1ccc(Cl)nc1 | 19% | 5% | -10% | 5.2% | 9% | -0.1% | -2.0% | 9% | 3%
30 | O=C(CN1C(=O)CCC1=O)Nc1ccc(Br)cc1 | 5% | -3% | 8% | -8.1% | 6% | -0.3% | -0.3% | 0% | 12%
31 | N#Cc1ccc(-c2ccc(F)cc2)nc1Oc1ccccc1 | 7% | 17% | . | -1.4% | 15% | -0.2% | -3.3% | 2% | -1%
32 | Cc1ccc(NC(=S)NCCN2CCOCC2)cc1F | 8% | 3% | -17% | -3.1% | 12% | 0.2% | -0.3% | 0% | 23%
33 | CCCCCCCOC(=O)C1=C(C)Nc2ncnn2C1c1cccs1 (stereo not drawn) | 8% | -2% | 58% | -4.3% | 39% | -0.1% | -1.8% | -19% | 6%
34 | CCc1ccccc1NC(=O)Cn1nnc(C(=O)NCc2cccc(OC)c2)c1N | 4% | -36% | 6% | -0.5% | 8% | -0.1% | -0.1% | -4% | 9%
35 | CCN(CC)CCCNC(=O)c1ccc(N2CCCCC2)c(NS(=O)(=O)c2ccc(C)cc2)c1 | 7% | -62% | -27% | 2.4% | -5% | 1.7% | -0.5% | -2% | 6%
36 | CN1CCC(OC(c2ccccc2)c2ccccc2)CC1 | 2% | -26% | -2% | 2.4% | -2% | -0.2% | -0.3% | -2% | 6%
37 | Cc1cc(C(C)(C)C)n2nc(C)c(-c3ccccc3)c2n1 | 2% | 12% | -12% | 23% | -15% | 0.0% | 0.8% | 15% | 4%
38 | Cc1nn(C)c(=S)n1-c1ccc(Cl)cc1 | 4% | -4%[20 µM] | -1% | 0.7% | 12% | 0.2% | -0.5% | 4% | 3%
39 | Cc1ccc(C)c(S(=O)(=O)N2CCC(c3nc4c(nnn4Cc4ccc(F)cc4)c(=O)[nH]3)CC2)c1 | 8% | -12% | 2% | 12% | 0% | 0.3% | 3.1% | 3% | .
40 | Nc1nonc1C(=O)N1CCCCC1 | 4% | -9% | -20% | 2.3% | -4% | -0.4% | 1.2% | 16% | 0%
41 | Cn1c(-c2ccc(Cl)nc2)nc2cc(Cl)ccc21 | 10% | -17% | 3% | 7.6% | -20% | 0.0% | 0.2% | -10% | 11%
42 | CCOc1ccccc1N1CC(C(=O)Nc2ccc3c(c2)OCCO3)CC1=O (stereo not drawn) | 4% | -2% | -17% | -4.0% | -16% | 0.1% | -1.1% | 9% | -1%
43 | Cc1nc2ccccc2nc(C)c1=NOCc1ccc(C#N)cc1 | -2% | 19% | -16% | -1.9% | 2% | -0.5% | 3.2% | 0% | 11%
44 | CCNC(=O)c1cc2c(=O)n3cccc(C)c3nc2n(Cc2ccc(C)cc2)c1=N | 2% | 13% | -5% | 4.5% | 12% | -0.2% | -1.5% | -7% | 7%
45 | COC(=O)c1ccc(NC(=O)CS(=O)(=O)c2ccccc2)cc1 | -8% | -12% | -37% | 0.0% | -4% | -0.2% | 0.9% | 13% | 10%
46 | COC(=O)c1sccc1NC(=O)c1cccnc1 | 0% | 5% | -10% | 6.7% | 9% | -0.1% | -1.5% | -6% | -4%
47 | O=C(O)CC1(c2ccc(F)cc2)C2CC3CC(C2)CC1C3 (stereo not drawn) | 6% | 4% | 4% | -7.6% | 9% | 0.0% | 1.4% | 4% | -7%
48 | O=C(Nc1nc2ccc(F)cc2s1)C1=NN(c2ccccc2)C(=O)CC1 | -14% | -1% | -6% | 0.0% | 18% | 0.5% | 9.8% | 14% | 3%
